# PAX8 reporter – inhibitors of PAX8-driven TPO luciferase reporter, primary screen, RMG-I cells, single concentration. SteadyGlo, 24 h. inhibition, % at 12.6 µM. 360,000 tested, 1.2% active. AID 652154, 2013;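 active = mean replicate inhibition at least 60% with every replicate also reaching 60%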;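 note: luciferase light reporting Pax8 driven TPO promoter activity; plate controls were median of neutral control wells for no effect and mitoxantrone controls for full effect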
# Active calls of the source: *. Not all compounds are listed; the hit share may differ from the screen's.
smiles	PAX8 reporter
Clc1ccc2nc(C3CCN(Cc4nnnn4C4CCCCC4)CC3)[nH]c2c1	9.8
CCNC(=O)NC(=O)C(C)OC(=O)c1cc(S(=O)(=O)N2CCCCCC2)ccc1OC (stereo unspecified)	11.7
Cc1cc(C)n(-c2nc(SCC(=O)N3CCCC3)c3c4c(sc3n2)CCCC4)n1	26.6
COc1cccc(-c2nc(-c3ccccn3)no2)c1	70.1*
CCNc1nc2ccccc2[nH]1	-3.9
N#Cc1cc2c(nc1SCC(=O)N1CCCCC1)CCCCC2	-96.0
CC(=O)Nc1nc(SCc2cccc3ccccc23)n[nH]1	-4.2
CCCC(=O)Nc1nnc(-c2cccc(OCC)c2)s1	-62.0
Cc1cc(C)cc(NC(=O)CSc2nnc(CNC(=O)c3cccs3)o2)c1	5.0
C=CCNC(=O)c1ccc(-c2nc(-c3ccc(Cl)c(Cl)c3)cs2)cc1	-5.3
CC(C)(C)C(=O)Cn1c(=N)n(Cc2ccccc2Cl)c2ccccc21	10.2
O=C1C(=O)N(CCCN2CCOCC2)C(c2cccs2)/C1=C(/O)c1ccc2c(c1)OCO2 (stereo unspecified)	-37.3
CCCNC(=O)Nc1cc(C)on1	13.6
COc1ccc(OC)c2c1C(=O)c1ccccc1C2=O	-13.9
Cc1noc(N)c1C(=O)Nc1ccc(F)c(Cl)c1	11.6
Oc1c(C=NCc2ccncc2)sc2ccccc12	-2.1
CCCC(=O)Nc1ccc(NC(=O)c2ccccn2)cn1	-86.1
COc1ccc(CN(C(=O)CSc2nnc(-c3c[nH]c4ccccc34)o2)c2ccc(F)cc2)cc1OC	81.2*
COc1ccc(S(=O)(=O)N(C)C[C@@H]2Oc3c(NS(=O)(=O)c4ccccc4)cccc3C(=O)N([C@H](C)CO)C[C@H]2C)cc1	-13.1
Cc1nnsc1S(=O)(=O)Cc1ccccc1Cl	26.8
Cc1noc(C)c1S(=O)(=O)Nc1c(C)n(C)n(-c2ccccc2)c1=O	9.1
Cc1cc(C)n(C(=O)c2ccc(C)o2)n1	10.0
O=C(NNC(=O)c1cccnc1)Nc1cccc2ccccc12	16.7
COc1cccc(-n2c(C)nc3c(cnn3-c3ccc(Cl)cc3)c2=O)c1	0.2
O=C(Nc1ccccc1Cl)c1cc(S(=O)(=O)N2CCCCC2)ccc1N1CCOCC1	-4.1
Cc1cccc(NC(=S)NNC(=O)CCn2nc(C)c([N+](=O)[O-])c2C)c1	-14.7
CCCCOP(=O)(c1ccc(N(C)C)cc1)C(O)c1ccccc1F (stereo unspecified)	0.2
CCOC(=O)CN(C(=O)Cn1nnc2ccccc21)C(C(=O)NCCOC)c1ccccc1 (stereo unspecified)	-13.0
CC(OC(=O)c1snc(C(=O)NC2CCCCC2)c1N)C(=O)NC(C)(C)C (stereo unspecified)	12.7
CCc1cccc(OCCCCNCCO)c1	6.4

# A different layout for some results above.
compound: CCNc1nc2ccccc2[nH]1
  PAX8 reporter: -3.9

compound: O=C(Nc1ccccc1Cl)c1cc(S(=O)(=O)N2CCCCC2)ccc1N1CCOCC1
  PAX8 reporter: -4.1

compound: CCCC(=O)Nc1nnc(-c2cccc(OCC)c2)s1
  PAX8 reporter: -62.0

compound: Cc1noc(N)c1C(=O)Nc1ccc(F)c(Cl)c1
  PAX8 reporter: 11.6

# (continued)
smiles	PAX8 reporter
CCOC(=O)C1C(=O)CC(C)(O)C(C(=O)OCC)C1c1cc(Br)ccc1OC (stereo unspecified)	-7.5
Nc1nc(=S)[nH]c2c1C1(CCCC1)Cc1ccccc1-2	28.5
COC(=O)c1cc(Br)c(=O)n(-c2cccc(F)c2)c1	-5.8
CCc1ccc2c(c1)C(c1cccs1)=NNC(c1cccnc1)=N2	1.8
CC(=O)NC(Cc1cnc[nH]1)C(=O)O (stereo unspecified)	-7.3
CCOC(=O)c1ccc(Oc2nc(N(C)C)nc(N(C)C)n2)cc1	-11.1
O=C(CCc1c[nH]c2ccccc12)NC1CC1	6.6
COc1cc(C(=O)Oc2ccc3c(c2)OCC3=O)cc(OC)c1OC	10.1
O=C(CCC(=O)OCC(=O)c1ccc(Br)cc1)NC1CCCCC1	-8.6
O=c1cc2c(nn1Cc1cccc(Cl)c1)-c1ccccc1CC2	-10.8
COc1cc(C2NC(=O)NC(C)=C2C(=O)OC(C)(C)C)ccc1OCC(N)=O (stereo unspecified)	8.3
O=S(=O)(c1ccc(-c2csc(-c3cccnc3)n2)cc1)N1CCCC1	5.1
CN(C(=O)c1ccno1)c1nnc(-c2cnccn2)s1	-7.1
CCCC(=O)Nc1cc(C)c(NC(=O)Cc2ccccc2)cn1	0.2
CCn1nccc1C(=O)Nc1ccc(Cl)cn1	-26.0
CCCCC[n+]1ccn(-c2nc3ccccc3nc2[N-]S(=O)(=O)c2ccc(C)cc2)c1	14.4
CCOC(=O)C1=C(C)C(c2ccccc2OC)NC(=O)N1 (stereo unspecified)	8.9
O=C(CCC(=O)OCC(=O)c1ccc(Cl)cc1Cl)Nc1cccc2cccnc12	-1.6
CCOc1nc(Nc2ccc(OC)c(Cl)c2)nc(OCC)n1	13.6
Cc1nc(N)sc1-c1csc(Nc2ccccc2)n1	-53.4
C=C(C)Cn1c(SCC(=O)NCc2ccco2)nc2sc3c(c2c1=O)CCC3	3.0
Cc1c(C(=O)O)sc2nc3n(c(=O)c12)CCCCC3	5.2
Cc1ccc2[nH]c3c(N4CCc5ccccc5C4)ncnc3c2c1	5.4
CCN(CC)S(=O)(=O)c1ccc(NC(=O)CN(c2cccc(C)c2)S(C)(=O)=O)cc1	15.8
Cc1cc(N2C(=O)C(=O)/C(=C(/O)c3ccc(Cl)cc3)C2c2cccc(Br)c2)no1 (stereo unspecified)	-3.0
CC(=O)c1coc2ccc(OCC(=O)O)cc12	19.1
CCOc1nc(C#N)nc(N2CCCCC2)n1	26.9
O=C(NCc1ccccc1Cl)c1ccc(Cn2cc(C(F)(F)F)ccc2=O)cc1	19.2
Cc1nnc(SCCn2c(N3CCCC(C)C3)nc3c2c(=O)[nH]c(=O)n3C)s1 (stereo unspecified)	7.7
Cc1ccn2c(C(=O)c3ccc(Cl)cc3)cnc2c1	-116.9
COc1ccc(OC)c(C(C)NC(C)=O)c1 (stereo unspecified)	-23.8
O=C(NC1(C(F)(F)F)C(=O)Nc2c1c(=O)[nH]c(=O)n2Cc1ccco1)C1CC1 (stereo unspecified)	0.8
CCOC(=O)C1=C(C)OC(N)=C(C#N)C1c1cc(Cl)c(OCC(N)=O)c(OC)c1 (stereo unspecified)	9.5
O=C(CCN1C(=O)c2ccccc2C1=O)Oc1ccc2ccccc2c1	20.6
Oc1ccc(C=Nc2ccc(N3CCOCC3)cc2)c(O)c1	-15.9
O=C(c1ccc(Cl)c(Cl)c1)N1CCCC1	15.8
COc1cc(C)nc2nc(SCc3ccccc3)nn12	-11.2
c1ccc2c(c1)NC1(CCCCCC1)n1c-2nc2ccccc21	-186.6
O=C(NC1C(=O)NNC1c1ccccc1)c1ccc(F)cc1 (stereo unspecified)	-11.4
O=C(Nc1ccccc1)c1ccc(N2CCN(c3ccccn3)CC2)c(S(=O)(=O)N2CCOCC2)c1	11.9
COc1ccc(C(=O)NNC(=O)CSc2nnc(COc3ccccc3)n2C)cc1	-16.9
Cc1nn(-c2ncc(C(F)(F)F)cc2Cl)c(=O)n1-c1ccccc1Cl	-21.0
O=C(Nc1nncs1)c1cccc(S(=O)(=O)N2CCCC2)c1	6.8
C=CCn1c(=O)c2ccccc2n2c(SC(C)C(=O)Nc3nc(-c4ccccc4)cs3)nnc12 (stereo unspecified)	10.9
CC(=O)N1CCN(C(=O)CCc2c[nH]c3ccccc23)CC1	-14.3
COC(=O)CSc1nnc(-c2ccncc2)o1	-3.9
O=c1c2ccccc2nc(-c2ccccc2)n1CCCn1ccnc1	-12.3
CCOC(=O)c1c(CN2CCN(C)CC2)oc2ccc(OC)cc12	6.6
Cc1oc(C(=O)O)cc1COc1ccccc1Cl	21.7
O=C1c2cccc3cc(Br)cc(c23)C(=O)N1Nc1ccccc1	6.8
CN1CCN(C(=O)Cn2c(C(F)(F)F)nc3ccccc32)CC1	1.8
O=C(Nc1ccc(NC(=O)C2CC2)cn1)c1ccccc1Cl	-91.3
Cc1nn(-c2ccc(F)cc2)c2c1cc(C#N)c1nc3ccccc3n12	27.3
CCCn1c(SCC(=O)N2CCc3ccccc32)nnc1-c1ccncc1	11.7
COc1ccc(NC(=O)C(CC(C)C)NC(=O)c2ccccc2C)cn1 (stereo unspecified)	-2.3
CC(N1CCOC1=O)S(=O)(=O)c1ccccc1 (stereo unspecified)	-4.8
Clc1cccc(Cl)c1CO/N=C/c1c(-c2ccccc2)nc2n1CCS2	-0.8
Cc1nc(N2CCN(Cc3ccccc3)CC2)nc2c1C(=O)CC(c1ccco1)C2 (stereo unspecified)	0.3
Cc1cc(C(=O)OCC(=O)Nc2ccc(F)cc2)c(C)o1	-3.3
CC12CCC(C(=O)N(CSC(=S)N/N=C\c3ccccc3Cl)C1=O)C2(C)C (stereo unspecified)	7.0

# Continued:
smiles	PAX8 reporter
Cc1nc(COC(=O)c2c(C)nn(-c3ccccc3)c2C)cs1	-108.4
Cc1nn(-c2nc3ccccc3[nH]2)c(N)c1-c1ccccc1	-177.5
Cc1nnc(SCC(=O)Nc2ccccc2N2CCOCC2)s1	19.0
COc1ccccc1-n1c(N)c(C(=O)NCC2CCCO2)c2nc3ccccc3nc21 (stereo unspecified)	18.0
O=C(c1cccs1)N1CCN=C1SCc1ccccc1	1.1
O=S1(=O)CCC(NS(=O)(=O)c2cccc3cccnc23)C1 (stereo unspecified)	5.9
COc1cc([N+](=O)[O-])ccc1NC(=O)CCCOc1cccc(C)c1	23.7
CCCC/C(O)=N\S(=O)(=O)c1ccc(N=NN(C)C)cc1	-8.9
COc1ccc([N+](=O)[O-])cc1NC(=O)CSc1ccccc1	6.4
COC(=O)c1ccc(NC(=O)c2ccc3c(c2)OCO3)cc1	-166.3
O=S(=O)(c1cccc2ccccc12)n1nnc2ccccc21	-14.8
CCN(CC)C(=S)SCC(=O)c1ccc(F)cc1	-165.2
CCOC(=O)/C(=N\Nc1cccc(C(F)(F)F)c1)N(CCOC)CCOC	0.5
Cc1cccc(-n2c(SCC(=O)Nc3ccc4c(c3)OCO4)nnc2-c2ccoc2C)c1	-5.4
Cn1c(C(=O)O)c(CC(=O)NCC2COc3ccccc3O2)c2ccccc21 (stereo unspecified)	10.0
Cc1nnc(SCC(=O)NC2CCCC2)s1	10.7
CC(C)(C)NC(=O)CSc1nsc(SCC(=O)NC(C)(C)C)c1C#N	-0.7
COc1ccc(-c2nc3ccccc3s2)cc1O	74.2*
CC/C(=N\NC(=O)c1ccc2c(c1)OCO2)C12CC3CC(CC(C3)C1)C2	-100.4
CCOC(=O)c1ccc(NC(=O)CC2NCCNC2=O)cc1 (stereo unspecified)	-0.1
Clc1ccc(SCc2cn3ccsc3n2)cc1	-176.2
Cc1ccc(Nc2ccc(C(=O)O)cc2N)cc1	-121.1
COc1ccccc1Cc1noc(COc2cccc(C)c2C)n1	2.1
C=CCn1c(-c2ccc(OC)c(OC)c2)n[nH]c1=S	13.4
COc1ccc(OCC(=O)NCc2cccnc2)cc1	2.1
Cc1cc(C)cc(NC(=O)C2(c3ccccc3)CC2(Cl)Cl)c1 (stereo unspecified)	-6.1
CCOC(=O)c1cc2c(ccn2-c2ccc(F)cc2)n1CC(=O)N1CCN(C(=O)c2ccco2)CC1	6.7
CCN1CCCC1CNC(=O)c1c(O)c2c([nH]c1=O)CCCC2 (stereo unspecified)	15.6
Brc1ccc2nc3c(n2c1)CCCC3	-34.3
O=C(CCN1C(=O)c2ccncc2C1=O)NCc1ccc(Cl)cc1	-6.2

# The last 4 compounds of the section above are carried over, then new ones follow:
smiles	PAX8 reporter
CCOC(=O)c1cc2c(ccn2-c2ccc(F)cc2)n1CC(=O)N1CCN(C(=O)c2ccco2)CC1	6.7
CCN1CCCC1CNC(=O)c1c(O)c2c([nH]c1=O)CCCC2 (stereo unspecified)	15.6
Brc1ccc2nc3c(n2c1)CCCC3	-34.3
O=C(CCN1C(=O)c2ccncc2C1=O)NCc1ccc(Cl)cc1	-6.2
CCn1c(=O)cc(OCC(=O)N2CCN(C(=O)c3ccco3)CC2)c2ccccc21	10.8
COc1ccc(Cc2nc(C(=O)Nc3ccc(OC)cc3)cs2)cc1	-15.7
CNC(=O)NC(=O)CSc1nnc(C(F)(F)F)n1C	-0.3
O=S(=O)(NCc1ccco1)c1cccc(S(=O)(=O)N2CCOCC2)c1	8.2
O=C(c1coc(=O)c2ccccc12)N1CCN(Cc2ccccc2)CC1	6.8
COc1ccc(N2CCN(C(c3nnnn3CCc3ccccc3)C(C)C)CC2)cc1 (stereo unspecified)	26.2
Cc1cc(S(=O)(=O)NCC(=O)O)ccc1F	-10.5
COc1ccc(Cc2nnc(SCc3c(C)noc3C)n2C2CCCCC2)cc1OC	-62.8
Brc1c(CSc2nncn2-c2ccccc2)nc2ncccn12	6.8
CC1(C)CC(=O)C(C=NCc2cccnc2)=C(O)C1	-5.0
